Efflux pump mplx: blocks antifungal efflux pumps in multiplex yeast assay. inhibition, % at 10 µM. S. cerevisiae Candida pump triplex, Nile Red efflux. 330,000 tested, 0.44% active;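 active = plate passing quality check with inhibition over a set limit, or well fluorescence over plate mean plus 4 SD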;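 note: Nile Red retained in pooled yeast measured as flow cytometry median fluorescence; 0% = buffer negative control and 100% = Enniatin B positive control; higher means more Nile Red kept so more efflux inhibition; some compounds called inactive have numbers as strong as hits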
PREPL inhibitor: inhibits the human prolyl oligopeptidase-like enzyme. Q4J6C6. recombinant PREPL, fluorescence polarization activity-based probe. 320,000 tested, 0.68% active. inhibition, % at 5.96 µM; in the data active = inhibition above about 43%;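 note: 0% = enzyme with DMSO and 100% = wells lacking enzyme; many of its hits are not listed in these tables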
Target sequence (Q4J6C6 whole entry, looked up): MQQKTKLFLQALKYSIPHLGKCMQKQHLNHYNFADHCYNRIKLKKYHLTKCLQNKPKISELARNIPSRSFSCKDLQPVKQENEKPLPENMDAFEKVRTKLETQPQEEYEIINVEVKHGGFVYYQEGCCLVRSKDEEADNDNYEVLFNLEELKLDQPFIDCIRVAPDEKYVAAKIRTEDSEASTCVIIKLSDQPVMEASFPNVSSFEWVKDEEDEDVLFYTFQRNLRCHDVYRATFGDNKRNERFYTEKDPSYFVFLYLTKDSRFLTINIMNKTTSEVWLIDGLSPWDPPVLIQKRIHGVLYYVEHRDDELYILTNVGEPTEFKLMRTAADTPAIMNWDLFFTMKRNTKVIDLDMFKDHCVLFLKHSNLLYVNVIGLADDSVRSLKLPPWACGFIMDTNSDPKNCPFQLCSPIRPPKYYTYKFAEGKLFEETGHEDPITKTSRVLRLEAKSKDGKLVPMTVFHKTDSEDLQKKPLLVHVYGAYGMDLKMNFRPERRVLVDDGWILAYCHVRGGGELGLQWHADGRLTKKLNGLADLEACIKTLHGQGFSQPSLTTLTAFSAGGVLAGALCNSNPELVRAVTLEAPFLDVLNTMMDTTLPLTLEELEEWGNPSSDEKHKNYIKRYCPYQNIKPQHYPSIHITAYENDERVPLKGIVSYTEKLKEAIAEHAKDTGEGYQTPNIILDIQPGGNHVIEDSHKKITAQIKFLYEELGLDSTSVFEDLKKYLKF
An asterisk follows results filed as active. These rows are one share of the data; rates above refer to the full screens.

SMILES	Efflux pump mplx	PREPL inhibitor
O=C(COC(=O)c1ccccc1OCc1ccccc1Cl)NCC1CCCO1 (configuration not stated)	-0.1	4
C[C@@H](C(=O)Nc1ccccc1N1CCOCC1)N1C(=O)C2CCCCC2C1=O (some centres not stated)	0.1	6
C[C@H](CO)N1C[C@H](C)[C@@H](CN(C)C(=O)Nc2ccc3c(c2)OCO3)Oc2c(NC(=O)c3ccncc3)cccc2C1=O	-0.2	10
Cn1cccc1C(=O)OCC(=O)Nc1ccc2[nH]c(=O)[nH]c2c1	0.4	27
Cc1ccc(NC(=O)COC(=O)c2nn(C)c(=O)c3ccccc23)cc1F	0.1	13
CC(C)c1ccc(C(=O)CN2C(=O)NC3(CCc4ccccc43)C2=O)cc1 (configuration not stated)	0.5	4
CC1(C(=O)OCC(=O)NCc2ccc(Cl)cc2)CC1(Cl)Cl (configuration not stated)	0.0	11
COc1ccc(CCNC(=O)COc2ccc3c(C)cc(=O)oc3c2)cc1	0.2	15
Cc1noc(C)c1NC(=O)N(C)C[C@H]1Oc2ccc(NS(=O)(=O)c3cccs3)cc2C(=O)N([C@H](C)CO)C[C@@H]1C	0.0	14
Cc1cc(C(=O)CN2C(=O)NC(CC(C)C)C2=O)c(C)n1C1CC1 (configuration not stated)	0.0	4
CC1CCN(C(=O)Cn2cc(C(F)(F)F)ccc2=O)c2ccccc2S1 (configuration not stated)	-0.2	-3
CC(=O)c1ccccc1NC(=O)COC(=O)CCC1CCCC1	0.1	21
CCN(CC(=O)NCc1ccc(F)cc1)S(=O)(=O)c1ccc(Cl)s1	-0.2	6
Cc1noc(C)c1NC(=O)N(C)C[C@H]1Oc2ccc(NC(=O)C3CCCCC3)cc2C(=O)N([C@H](C)CO)C[C@@H]1C	-0.1	11
CS(=O)(=O)c1ccc(NS(=O)(=O)c2ccc(Cl)c(C(=O)NC3=NCCS3)c2)cc1	-0.1	2
C[C@H](CO)N1C[C@H](C)[C@@H](CN(C)C)Oc2c(NC(=O)c3ccncc3)cccc2C1=O	-0.4	-1
CCN(c1ccccc1)S(=O)(=O)c1cc(NC(=O)C2CC2)ccc1Cl	0.4	4
Cc1cc(NS(=O)(=O)c2ccc(NC(=O)c3ccccc3F)cc2)no1	0.1	0
CCC1Nc2ncnc(N3CCCCC3)c2N(Cc2ccc(Cl)cc2)C1=O (configuration not stated)	0.2	10
COc1ccc(-c2c(-c3cc(OC)cc(OC)c3)n(C)c3ccc(-c4cnc(N)nc4)cc23)cc1	-0.1	5
O=C(Nc1cccc(S(=O)(=O)NC2=NCCC2)c1)c1cn(-c2ccccc2)nc1-c1ccc(F)cc1	0.4	10
COc1cccc(NC(=O)CN2C(=O)NC(C)(C3CC3)C2=O)c1 (configuration not stated)	-0.2	4
C[C@]12c3[nH]c4ccccc4c3CCN1C(=O)C(CC(=O)NCc1ccco1)C[C@@H]2C(=O)N1CCCCC1 (some centres not stated)	0.1	15
COC(=O)c1cc2ccc(OC)cc2c2cc(OC)c(OC)cc12	0.1	9
C[C@H](CO)N1C[C@H](C)[C@@H](CN(C)C(=O)Nc2ccc3c(c2)OCO3)Oc2c(NS(=O)(=O)c3cn(C)cn3)cccc2C1=O	-0.1	12
CC(=O)Nc1ccc(S(=O)(=O)N(C)CC(=O)NNC(=O)Cc2nc3ccccc3n2C)cc1	0.0	-4
COc1ccc(Cl)cc1C(=O)NNC(=O)c1cc2ccccc2o1	0.2	8
O=C(COC(=O)/C=C/c1ccccc1)NCCc1ccc(F)cc1	0.4	1
Cc1ccccc1-c1cc(C(=O)NCc2cccc(Br)c2)nn1CC1CC(c2cccc([N+](=O)[O-])c2)=NO1 (configuration not stated)	0.2	-2
COc1cccc(C(=O)NCC(=O)OC(C)C(=O)NC23CC4CC(CC(C4)C2)C3)c1 (configuration not stated)	-0.2	7
O=C(Nc1cccc(S(=O)(=O)N2CCOCC2)c1)C1CC1	0.4	9
O=C(NC(=S)N1CCCCC1CO)c1cccs1 (configuration not stated)	-0.1	22
O=C(COC(=O)c1ccc(S(=O)(=O)N2CCCC2)cc1)NCCc1ccc(F)cc1	0.2	23
CC(Sc1cccc[n+]1[O-])C(=O)NC1CCCCC1C (configuration not stated)	0.2	8
Cc1ccc2c(c1)-n1c(nc3cc(F)ccc3c1=O)C(Cc1ccc(O)cc1)NC2=O (configuration not stated)	-0.1	10
C=CCC[C@H](Cc1ccc(F)cc1)C(=O)OC[C@H](Cc1c[nH]c2ccccc12)NC(=O)[C@@H](CC=C)CC(=O)N[C@H](CO)Cc1ccccc1	0.0	14
Cn1c(SCC(=O)Nc2sccc2C#N)nnc1C1CC1	-0.1	11
CCN1CCN(S(=O)(=O)c2ccc(Cl)c(C(=O)NCc3nc4ccccc4[nH]3)c2)CC1	0.1	13
CS(=O)(=O)c1ccc(C(=O)OCC(=O)Nc2cccnc2Cl)cc1[N+](=O)[O-]	-0.2	21
Cc1noc(C)c1NC(=O)N(C)C[C@H]1Oc2ccc(NC(=O)Cc3ccccc3)cc2C(=O)N([C@H](C)CO)C[C@@H]1C	-0.2	10
O=C1OC[C@@H]2CCCN2C(=O)[C@H](CC(=O)N(CCO)Cc2ccccc2)C/C=C\C[C@H]1Cc1ccc(F)cc1	0.1	51*
CCNC(=O)N(CC)C[C@H]1N[C@@](C)(C(=O)OC)[C@H]2C(=O)N(C)C(=O)[C@@H]12	-0.3	2
COc1cc(CC(=O)Nc2cccc(S(=O)(=O)N(C)c3ccccc3)c2)cc(OC)c1OC	0.5	8
COc1ccc(-c2sc3cc4c(cc3c2C#Cc2ccc(N)cc2)OCO4)cc1	0.0	27
C=CC[C@@H](CC(=O)NCCO)C(=O)N[C@H](COC(=O)[C@@H](CC=C)Cc1ccc(F)cc1)Cc1c[nH]c2ccccc12	0.6	23
O=C(Cc1c(Cl)cccc1Cl)OCC(=O)N1CCOCC1	-0.1	3
COc1ccc(S(=O)(=O)N(C)C[C@H]2Oc3ccc(NS(=O)(=O)c4ccc(F)cc4)cc3C(=O)N([C@H](C)CO)C[C@@H]2C)cc1	-0.1	13
CCN(C[C@H]1N[C@@](C)(C(=O)OC)[C@H]2C(=O)N(C)C(=O)[C@@H]12)C(=O)c1ccc(C)cc1	-0.1	5
Cc1cnc(C(=O)OCC(=O)Nc2ccc(C)c(S(=O)(=O)N3CCOCC3)c2)cn1	-0.3	3
CC(=O)Nc1ccc(S(=O)(=O)Nc2nc3ccccc3nc2N2CCOCC2)cc1	0.1	5
CCOC(=O)[C@@H]1[C@H]2COc3cc(OC)ccc3[C@H]2N2C(=O)N(c3ccccc3)C(=O)[C@]12C	0.0	-49
COc1ccc(-c2cc3cc(OC)c(OC)cc3cn2)cc1	-0.1	24
CN(c1ccccc1)S(=O)(=O)c1ccc(C(=O)NCc2ccc(F)cc2)cc1	0.0	8
CCC1(c2ccc(Cl)cc2)NC(=O)N(CC(=O)N2CCN(C(=O)c3ccco3)CC2)C1=O (configuration not stated)	0.0	18
O=C(Nc1ccc(Cl)cc1F)c1ccc2c(c1)C(=O)N(Cc1ccncc1)C2=O	-0.1	24
CN(C(=O)CSc1nnc(Cc2ccccc2F)n1N)C1CCCCC1	0.1	5
CC(=O)OC[C@]12CC[C@H]3[C@@](C)(CC[C@H]4C(C)(C)CCC[C@]34C)[C@@H]1C[C@@H](C1=CC(=O)O[C@@H]1OC(C)=O)O2	-0.2	16
COc1ccc2c(c1)CCCC21NC(=O)N(CC(=O)NCc2cccs2)C1=O (configuration not stated)	0.0	9
CN(Cc1ccccc1)C(=O)c1cccc(NC(=O)Cc2cccc([N+](=O)[O-])c2)c1	0.0	15
COc1ccc2c(c1)OC[C@H]1[C@H]2N2C(=O)c3ccccc3NC(=O)[C@@]2(C)[C@H]1c1ccccc1	0.4	13
Following part:
SMILES	Efflux pump mplx	PREPL inhibitor
COc1cc(C(=O)COC(=O)C2CCCCC2)cc(OC)c1OC	0.1	0
COc1cccc(OCCNS(=O)(=O)c2ccccc2[N+](=O)[O-])c1	-0.2	-13
CC(C)=C[C@H]1C[C@H](C)[C@H]2CC[C@H](C)c3c(O[C@@H]4OC[C@@H](O)[C@H](O)C4O)c(O)c(C)c1c32 (some centres not stated)	-0.1	1
Cc1ccc(S(=O)(=O)N2CCN(C(=O)Cn3c(=O)cnc4ccccc43)CC2)c(C)c1	-0.1	-2
C[C@H](CO)N1C[C@H](C)[C@@H](CN(C)CC2CCCCC2)Oc2c(NC(=O)C3CC3)cccc2C1=O	0.1	1
CC(C)(C)[C@@H]1COC(=O)[C@H](Cc2ccc(F)cc2)CC/C=C\C[C@@H](CC(=O)NCCO)C(=O)N1	-0.1	49*
O=C(CC1CCCC1)Nc1ccc(Cl)c(S(=O)(=O)N2CCOCC2)c1	-0.3	5
O=C1N[C@@H](Cc2ccccc2)COC(=O)[C@H](Cc2ccc(F)cc2)CC/C=C/C[C@@H]1CC(=O)N(CCO)Cc1ccccc1	0.0	39
COc1cccc2c1oc1c(SCc3nc4ccccc4[nH]3)nc(C)nc12	0.3	-26
NS(=O)(=O)c1ccc(CCNS(=O)(=O)c2ccc(Cl)s2)cc1	-0.1	0
Cc1c(Cl)cnc(NC(=O)COC(=O)C2CC2)c1Cl	0.2	12
Cc1cccc(OCCCC(=O)NNC(=O)c2cccc(N(C)C)c2)c1	-0.3	6
CN1CCN(C(=O)CNC(=O)C23CC4CC(CC(C4)C2)C3)CC1	0.0	-5
O=C(CC1SC(N2CCOCC2)=NC1=O)Nc1cccc(C(F)(F)F)c1 (configuration not stated)	-0.1	7
COc1ccc(CNC(=O)COC(=O)c2sccc2C)cc1OC	-0.2	1
COc1ccc(C(=O)O)cc1S(=O)(=O)Nc1ccc2cn[nH]c2c1	0.0	-2
O=c1cc(CN2CCN(S(=O)(=O)c3cccc(Cl)c3)CC2)c2ccc(O)cc2o1	0.0	14
COc1cc(C)ccc1OCC(=O)NCC1CCCO1 (configuration not stated)	-0.1	16
CCN(C[C@H]1N[C@@](Cc2ccccc2)(C(=O)OC)[C@H]2C(=O)N(C)C(=O)[C@@H]12)C(=O)Nc1ccccc1	-0.4	-1
COc1cccc(CN(C)C(=O)c2cc(S(=O)(=O)NC3CCCCC3)ccc2C)c1	0.0	0

Compound profiles (already shown):
COc1cc(C(=O)COC(=O)C2CCCCC2)cc(OC)c1OC in the list: Efflux pump mplx: 0.1; PREPL inhibitor: 0
COc1cccc2c1oc1c(SCc3nc4ccccc4[nH]3)nc(C)nc12 in the list: Efflux pump mplx: 0.3; PREPL inhibitor: -26
COc1cccc(OCCNS(=O)(=O)c2ccccc2[N+](=O)[O-])c1 in the list: Efflux pump mplx: -0.2; PREPL inhibitor: -13

Other compounds follow.
SMILES	Efflux pump mplx	PREPL inhibitor
Cc1c(NC(=O)c2cc(S(=O)(=O)N3CCCCC3)ccc2Cl)c(=O)n(-c2ccccc2)n1C	-0.2	15
COC(=O)C1=C(C)N(Cc2ccccc2)C(=NCC(C)C)N[C@H]1c1cccc(F)c1	0.2	40
O=C(Cn1nc(C(=O)O)c2ccccc2c1=O)Nc1cc(S(=O)(=O)N2CCOCC2)ccc1Cl	-0.2	0
CC(=O)c1cc2c(cc1NC(=O)CN(C)S(=O)(=O)c1cccs1)OCO2	-0.2	3
COc1ccc(NC(=O)CNc2ccccc2C(C)=O)cc1S(=O)(=O)N1CCOCC1	-0.2	6
CCN(CC)S(=O)(=O)c1cc(NC(=S)NC(=O)C2CCCC2)ccc1C	0.4	5
O=C(O)c1ccc(/C=N/NC(=O)c2cc3ccccc3cc2O)cc1	0.0	20
COc1ccc(-c2ccc3c(=O)cc(-c4ccsc4)oc3c2)cn1	0.2	-97
CC(C)NC(=O)Nc1ccc2c(c1)C(=O)N([C@H](C)CO)C[C@H](C)[C@@H](CN(C)S(C)(=O)=O)O2	-0.4	0
COc1cc(C(=O)NC(=S)N2CCN(C)CC2)cc(OC)c1OC	-0.1	11
CS(=O)(=O)c1ccc(Cl)c(NC(=O)CNC(=O)c2ccc3c(c2)OCO3)c1	0.2	10
CC(=O)Nc1ccc(NC(=O)C(C)OC(=O)CC23CC4CC(CC(Br)(C4)C2)C3)cc1 (configuration not stated)	-0.3	-3
COc1ccc(NC(=O)COC(=O)c2ccc3ccccc3n2)cc1OC	0.1	19
NCCN1CCN2C(=O)CN(C(=O)c3ccccc3)CC12 (configuration not stated)	-0.5	8
Cc1ccc(S(=O)(=O)/N=C2/NC(=O)/C(=C\c3ccccc3)S2)cc1	-0.6	11
O=C(CCC1CCCC1)NNC(=O)COc1ccc(Br)cc1	0.1	0
Cc1ccc(CNC(=O)COC(=O)c2cccnc2Cl)cc1	-0.1	1
Cc1ccc(S(=O)(=O)NCC(=O)OCC(=O)Nc2cccc(S(=O)(=O)N3CCOCC3)c2)cc1	0.0	14
COc1ccc(NC(=O)N(C)C[C@H]2Oc3ccc(NS(=O)(=O)c4ccc(OC)cc4)cc3C(=O)N([C@H](C)CO)C[C@@H]2C)cc1	0.1	2
CC(C)C[C@H](NC(=O)c1nc[nH]c1C(=O)N[C@@H](CCCCN)C(=O)OC(C)(C)C)C(=O)OC(C)(C)C	0.2	12

Rewritten with values ahead of the structure: entries from further up
| Efflux pump mplx | PREPL inhibitor | Compound |
| --- | --- | --- |
| 0.2 | 40 | COC(=O)C1=C(C)N(Cc2ccccc2)C(=NCC(C)C)N[C@H]1c1cccc(F)c1 |
| -0.2 | 0 | O=C(Cn1nc(C(=O)O)c2ccccc2c1=O)Nc1cc(S(=O)(=O)N2CCOCC2)ccc1Cl |
| -0.2 | 3 | CC(=O)c1cc2c(cc1NC(=O)CN(C)S(=O)(=O)c1cccs1)OCO2 |
| -0.2 | 6 | COc1ccc(NC(=O)CNc2ccccc2C(C)=O)cc1S(=O)(=O)N1CCOCC1 |
| 0.4 | 5 | CCN(CC)S(=O)(=O)c1cc(NC(=S)NC(=O)C2CCCC2)ccc1C |
| 0.0 | 20 | O=C(O)c1ccc(/C=N/NC(=O)c2cc3ccccc3cc2O)cc1 |

Screening results from PubChem.
